Screens: PubChem, Johns Hopkins Ion Channel Center
KCNQ2 inh: KCNQ2 potassium channel inhibitors, primary screen, cell-based, CHO-K1, FluxOR thallium flux, B-score (AID 2156) | Potassium voltage-gated channel subfamily KQT member 2 (Rattus norvegicus), O88943 | 20 min; stronger effect = lower value | B-score at 10 µM | hit rate 1.1% among 310,000;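 active means fluorescence ratio B-score at most minus 3 library SDs, with starting brightness B-score within 2 library SDs, cut at about -5.5 in these data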
Kir21 inh: inhibitors of mouse Kir2.1 inward-rectifier potassium channel; Inward rectifier potassium channel 2 (Mus musculus), P35561; HEK293-Kir2.1, FluxOR thallium flux fluorescence; stronger effect = lower value; B-score at 10 µM; hit rate 0.85% among 310,000; AID 1672, 2009;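 active means fluorescence ratio B-score at or below minus 3 SD of library scores, with starting-brightness B-score within 2 SD, cut at about -4.2 in these data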;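 further: channel flux triggered by added potassium and thallium sulfate stimulus; B-score of peak minus minimum fluorescence over baseline after thallium stimulus; more negative B-score means stronger Kir2.1 block with less thallium influx; some compounds called inactive have numbers as strong as hits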
Target sequence (P35561 whole entry, looked up): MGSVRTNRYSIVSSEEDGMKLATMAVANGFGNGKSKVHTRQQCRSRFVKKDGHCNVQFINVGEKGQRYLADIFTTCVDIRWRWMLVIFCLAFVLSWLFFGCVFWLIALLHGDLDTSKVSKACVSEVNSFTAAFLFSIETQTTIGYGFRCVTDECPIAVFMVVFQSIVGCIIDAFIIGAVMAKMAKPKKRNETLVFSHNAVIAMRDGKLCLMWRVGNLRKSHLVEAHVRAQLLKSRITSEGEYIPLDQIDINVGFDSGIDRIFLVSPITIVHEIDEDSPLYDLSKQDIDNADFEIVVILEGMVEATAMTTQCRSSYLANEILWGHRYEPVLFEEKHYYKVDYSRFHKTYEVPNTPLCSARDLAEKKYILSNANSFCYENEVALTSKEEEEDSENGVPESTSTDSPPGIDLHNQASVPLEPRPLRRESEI
* marks the source's active call; other numbers are inactive results; i = inactive.

item	SMILES	KCNQ2 inh	Kir21 inh
1	CN(C)/C=C(/C(=O)c1ccc(Cl)cc1)S(=O)(=O)c1ccc(Cl)cc1	i	-2.2
2	O=C(/C=C/c1ccc2c(c1)OCO2)N1CCCCC1	i	1.7
3	COC(=O)COc1ccc(-c2ccccc2)cc1C=O	i	0.27
4	CC(C)Oc1ccc(/C(O)=C2/C(=O)C(=O)N(CCN(C)C)C2c2cccs2)cc1 (stereo unspecified)	i	-0.11
5	Cc1nn(CC(=O)NCc2ccc(-n3cccn3)cc2)c(C)c1[N+](=O)[O-]	i	1.1
6	Cc1nc2ncnn2c(C)c1CCC(=O)NC(C)CCc1ccco1 (stereo unspecified)	i	0.65
7	CCCCC1=CC2=C(c3ccco3)C(=O)C(C)(OC(=O)c3ccc(OC)cc3)C(=O)C2=CN1C1CCCCC1 (stereo unspecified)	i	1.3
8	CCNC(=O)c1sc(=S)n(-c2ccc(C)cc2)c1N	i	1.2
9	CCC(NC(=O)NC1=NCCS1)(C(F)(F)F)C(F)(F)F	i	0.43
10	CC1(C)CC(=O)C(=Cc2cn(-c3ccccc3)nc2-c2ccc(Cl)cc2)C(=O)C1	i	0.47
11	CCn1cc(CNC(=S)Nc2cccc3ccccc23)cn1	i	-3.4
12	O=C(c1nc2ccccn2c1CNCCn1ccc2ccccc21)N1CCOCC1	i	1.8
13	COc1ccccc1NC(=O)CSc1nc(SC)ns1	i	0.48
14	Cc1nnc2ccc(N3CCCCC3)nn12	i	-1.3
15	Cc1nc(C(=O)NCC(=O)c2ccccc2)c(C(F)(F)F)o1	i	-0.06
16	Cc1ccc2cccc(OCCCOc3ccccc3F)c2n1	i	-1.5
17	O=C1C(=O)N(CCc2c[nH]c3ccccc23)C(c2cccnc2)/C1=C(/O)c1ccccc1 (stereo unspecified)	i	0.18
18	COc1cc(/C=N/NC(=O)Cn2cnc3ccccc3c2=O)ccc1O	i	0.01
19	O=C(Nc1ccc2ccccc2c1)c1cn(-c2ccccc2)nc1-c1cccs1	i	0.18
20	CC(C)c1cc(C(=O)O)n(-c2ccccc2)n1	i	1.5
21	CCc1ccccc1NC(=O)CN(C)C(=O)CSc1nnc(Nc2cccc(C)c2C)s1	i	-0.83
22	O=C(/C=C/c1ccc(Cl)c([N+](=O)[O-])c1)NCc1cccnc1	i	-0.17
23	CCCCCN(C(=O)NC(=O)Nc1ccccc1OC)S(C)(=O)=O	i	1.5
24	O=C(COc1ccc(C(=O)O)cc1)Nc1cccc(C(F)(F)F)c1	i	1.3
25	COC(=O)Nc1ccc(S(=O)(=O)N2CCCC(C(=O)Nc3cccnc3)C2)cc1 (stereo unspecified)	i	-0.5
26	O=C(CSc1nnc(CNC(=O)c2c(F)cccc2Cl)o1)NCc1ccc(F)cc1	i	0
27	CC(C)CN1C(=O)N(c2ccc(Cl)cc2)C(C)(O)CC1(C)C (stereo unspecified)	i	1.4
28	CCS(=O)(=O)N1CCC(C(=O)NCCN2CCOCC2)CC1	i	-0.13
29	CC1(C)Cc2c(cnn2-c2ccccc2)C(NC(=O)CCN2CCCC2=O)C1 (stereo unspecified)	i	-0.51
30	C/C(=N\NC(=S)Nc1c(C)cccc1C)c1ccc(OC(F)F)cc1	i	-0.09

Complete entries, quoted from the list:
O=C(COc1ccc(C(=O)O)cc1)Nc1cccc(C(F)(F)F)c1 in the list: KCNQ2 inh: i; Kir21 inh: 1.3
CC1(C)Cc2c(cnn2-c2ccccc2)C(NC(=O)CCN2CCCC2=O)C1 (stereo unspecified) in the list: KCNQ2 inh: i; Kir21 inh: -0.51

The listing picks up, repeating the four entries before the break.
item	SMILES	KCNQ2 inh	Kir21 inh
27	CC(C)CN1C(=O)N(c2ccc(Cl)cc2)C(C)(O)CC1(C)C (stereo unspecified)	i	1.4
28	CCS(=O)(=O)N1CCC(C(=O)NCCN2CCOCC2)CC1	i	-0.13
29	CC1(C)Cc2c(cnn2-c2ccccc2)C(NC(=O)CCN2CCCC2=O)C1 (stereo unspecified)	i	-0.51
30	C/C(=N\NC(=S)Nc1c(C)cccc1C)c1ccc(OC(F)F)cc1	i	-0.09
31	COc1ccc(OC)c(C2C3=C(COC3=O)Nc3cc4c(cc32)OCO4)c1 (stereo unspecified)	i	0.9
32	CC(=O)c1cccc(N(C(=O)c2ccccn2)C(C(=O)NC2CCCCC2)c2cccs2)c1 (stereo unspecified)	i	0.74
33	Cc1ccc(-n2c(=O)c3c4c(sc3n(Cc3cc(=O)n5ccccc5n3)c2=O)CCC4)cc1C	i	-0.07
34	Cc1c(C)c2ccc(OCC(=O)NC3CCN(Cc4ccccc4)CC3)cc2oc1=O	i	-0.02
35	CCOC(=O)c1[nH]cnc1C(=O)NC(C)C	i	1.9
36	CCCN(C(=O)c1ccc(N2CCCC2=O)cc1)c1c(N)n(Cc2ccccc2)c(=O)[nH]c1=O	i	2.6
37	COc1ccc(C2CC(c3ccccc3)n3nc(NC(=O)c4cccs4)nc3N2)cc1 (stereo unspecified)	-5.6*	-0.14
38	CCN(CC)C(=O)CN1C(=O)/C(=C/c2ccccc2)SC1=S	i	2.9
39	CCCOc1nc2c(c(=O)n(C)c(=O)n2C)n1CCC	i	2.3
40	O=S(=O)(c1ccc2[nH]ccc2c1)N1CCCCCC1	i	-0.53
41	COc1ccc(CNCC(O)(c2ccc(Cl)cc2)c2ccc(Cl)cc2)cc1	-7.7*	-0.95
42	CCN1CCN(C(=O)CN(C)S(=O)(=O)c2cc(C)ccc2OC)CC1	i	-3
43	CC1CC(NC(=O)c2c(O)nc3sccn3c2=O)CC(C)(C)C1 (stereo unspecified)	i	-0.81
44	COc1ccccc1N1CC(O)=C(c2nc3ccccc3s2)C1=N	i	-0.36
45	O=C(Nc1cccc2ncccc12)c1ccco1	i	-1.3
46	CC(Cl)C(=O)N1c2ccccc2CCc2ccccc21 (stereo unspecified)	i	-1.6
47	COCCN(C(=O)Nc1ccccc1)c1ccccc1C	i	-1.6
48	CCOC(=O)C(=NCCCN(C)C)NNc1ccc(Br)cc1	i	-0.01
49	COC(=O)[C@H](C)NC(=O)NCCC1=CCCCC1	i	1.9
50	CC(=O)c1ccc(N2CCN(Cc3nc(Cc4ccccc4)no3)CC2)cc1	i	0.51
51	O=C(Cn1[nH]c(=O)c2ccccc2c1=O)Nc1cccnc1	i	-0.15
52	CCOC(=O)Cn1c(=O)oc2cc(S(=O)(=O)N(CCN(C)C)Cc3ccccc3)ccc21	i	0.29
53	CC(C)C(=O)Nc1nc2cc3c(cc2s1)OCCO3	i	2
54	CCOC(=O)C1CCCN(Cc2nc(N)nc(Nc3ccc(OC)cc3)n2)C1 (stereo unspecified)	i	0.64
55	CSc1nc2sc3c(c2c(=O)[nH]1)CC(C)(C)OC3	i	-1.6
56	CN(Cc1ccccc1Cl)C(=O)c1cnccc1C(F)(F)F	i	-0.02
57	CN1CCN(CC(=O)N2c3ccccc3C(C)(c3ccccc3)CC2(C)C)CC1 (stereo unspecified)	i	-6.2*
58	CCCN1C(=O)c2ccccc2NC1c1ccc(O)c(OCC)c1 (stereo unspecified)	i	-0.36
59	COc1ccc(-n2nc(C(=O)NCCCN3CCOCC3)c3ccccc3c2=O)c(OC)c1	i	-0.56
60	COc1ccc(CCNc2oc(COc3ccccc3F)nc2C#N)cc1	i	-0.38
61	COc1ccc(C(=O)OCC(=O)c2c(N)n(C)c(=O)n(C)c2=O)cc1OC	i	-0.66
62	CCOc1ccc(S(=O)(=O)Nc2ccc(C(=O)NCC(c3ccco3)N3CCCCC3)cc2)cc1 (stereo unspecified)	i	-1.3
63	CCC(C)NC(=O)C1c2ccccc2C(=O)N1Cc1ccccc1 (stereo unspecified)	i	-0.33
64	Cc1cccc(C)c1OCC(=O)N(Cc1ccc(N(C)C)cc1)C1CCS(=O)(=O)C1 (stereo unspecified)	i	1.1
65	Cc1nn(-c2cc(N3CCOCC3)ccc2[N+](=O)[O-])c(=O)c2ccccc12	i	-0.13
66	Cc1cc(NC(=O)C2CC(c3ccc(F)cc3)=NO2)no1 (stereo unspecified)	i	0.28
67	CCc1ccc(NC(=O)CCc2c(C)nn(-c3ccc(N4CCCCC4)nn3)c2C)cc1	i	0.22
68	COc1ccc(CNS(=O)(=O)c2ccc(-c3cnc(C4CC4)o3)cc2)cc1	i	0.37
69	Cn1c(NC(=O)C[n+]2cc(-c3ccc(F)cc3)n3c2CCC3)cc(=O)n(C)c1=O	i	-1.2
70	O=C(c1nc2ccccn2c1CNCCCn1cccn1)N1CCCC1	i	0.83
71	O=c1cc(NCC2CCCO2)[nH]c(=O)n1-c1ccc(Cl)cc1 (stereo unspecified)	i	1
72	Fc1cccc(NC(=S)N2CCCC2)c1	i	0.61
73	CC(=O)NC1(c2nnnn2CCOC(=O)Nc2ccc(Cl)cc2)CCCCC1	i	-0.12
74	COc1ccc(C(CC(=O)c2ccccc2)C2CCCCC2=O)cc1 (stereo unspecified)	-5.8*	-0.04
75	CCOc1ccccc1NC(=S)Nc1ccc(S(N)(=O)=O)cc1	i	-0.02
76	CCc1cccc2c(C(=O)C(NCCOC)c3ccccc3)c[nH]c12 (stereo unspecified)	i	-1.4
77	CSc1ccc(NC(=O)N2CC=C(n3c(=O)[nH]c4ccccc43)CC2)cc1	i	0.4
78	Cc1ccc(C(=O)NC2CCCCCC2)cc1S(=O)(=O)N1CCOCC1	i	-0.88
79	O=[N+]([O-])c1ccc(N=Nc2ncc[nH]2)cc1	i	-0.05
80	Cc1cccc(NC(=O)C2CCCN(S(=O)(=O)c3ccc4[nH]c(=O)ccc4c3)C2)c1 (stereo unspecified)	i	0.65
81	CS(=O)(=O)N1CCc2cc(-c3csc(NC(=O)Cc4cccs4)n3)ccc21	i	1.1
82	CCOc1cc(/C=N/NC(=S)Nc2ccccc2C(F)(F)F)ccc1OCC(=O)N1CCOCC1	i	0.64
83	O=C(NCC(=O)N1CCN(c2ccccc2O)CC1)c1cccs1	i	0.29
84	O=C1c2oc3ccccc3c(=O)c2C(c2ccccn2)N1Cc1ccccc1 (stereo unspecified)	i	0.74
85	COc1ccc(CCN2CC(C(=O)Nc3ccc4c(c3)OCO4)CC2=O)cc1OC (stereo unspecified)	i	1
86	CCc1noc(C)c1C(=O)N1CCCSC1=Nc1ccccc1C(C)C	-5.7*	-1.9
87	Nc1nc(NCc2ccco2)nc(NC2CCCCC2)c1[N+](=O)[O-]	i	-1.8
88	COc1cc(CCC(=O)OCC(=O)NC(=O)c2ccc(Cl)cc2)cc(OC)c1OC	i	1.2
89	Cc1ccccc1C(=O)N=c1ccn(-c2nc3ccccc3nc2NS(=O)(=O)c2ccc(F)cc2)cc1	i	1.1
90	COc1ccc(NCc2ccc([N+](=O)[O-])s2)cc1	i	1.3

(continued)
item	SMILES	KCNQ2 inh	Kir21 inh
91	Cc1nc(-c2coc3c(CN(C)C)c(O)ccc3c2=O)cs1	i	0.58
92	Cc1ccc(-c2cc(C(=O)Nc3ccccn3)c3ccccc3n2)o1	i	-1.2
93	O=C(Nc1ccc(F)cc1)c1cccnc1N1CCCCC1	i	-2.6
94	Cc1cc(OC(=O)c2c(Cl)cc(Cl)cc2Cl)nc(C)n1	i	-1.4
95	COc1cc(OC)c(CN2CCN(c3ccc(F)cc3)CC2)cc1Br	i	1.2
96	NNC(=O)C12CC3CC(C1)CC(n1ncnn1)(C3)C2	i	1.4
97	CCOc1ccc(N2C(=O)CC(Sc3nc(CC(C)C)ccc3C#N)C2=O)cc1 (stereo unspecified)	i	-0.67
98	Cc1ccc(C(=O)NCC(=O)OCC(=O)N2CC(C)OC(C)C2)cc1 (stereo unspecified)	i	0.62
99	O=C(CSCc1c(F)cccc1Cl)NCCc1ccccc1	i	-2.8
100	Cc1cc(NC(=O)CCC2CCCCC2)no1	i	-0.78
101	Cc1ccc(NC(=O)CCCSc2nc3ccccc3[nH]2)cc1	i	0.13
102	CCc1ccc(NC(=S)NC(=O)c2c(-c3ccccc3Cl)noc2C)cc1	i	-0.44
103	Cn1c(SCC(=O)NCc2ccc3c(c2)OCO3)nnc1-c1cc2ccccc2cc1O	i	0.08
104	CC(=O)Nc1ccc(S(=O)(=O)N(C#N)c2nc(C)cc(C)n2)cc1	i	-0.6
105	CC(C)(C)C(=O)COC(=O)c1ccc(N)c([N+](=O)[O-])c1	i	-0.75
106	COc1ccc(C2C(C(C)=O)=C(C)Nc3ncnn32)cc1[N+](=O)[O-] (stereo unspecified)	i	-0.74
107	Cc1ccc2oc(=O)c3cnn(CC(=O)N(CCC(C)C)Cc4ccco4)c3c2c1	i	0.24
108	CCC(C)(C)NC(=O)CN(CCc1cccc(C)c1)C(=O)c1csnn1	i	-0.33
109	COC(=O)[C@@]1(Cc2ccc(F)cc2)[C@H]2c3cc(C(=O)N4CCCC4)n(CCCNc4ncc(C(F)(F)F)cc4Cl)c3C[C@H]2CN1C(=O)c1ccccc1	i	1.3
110	Cc1sc2nc(SC3CCOC3=O)n(Cc3ccccc3)c(=O)c2c1C (stereo unspecified)	i	2.1
111	O=C(NC(c1ccccc1)c1ccccc1)C1(c2cccs2)CCOCC1	i	0
112	Cn1c(SCC(=O)NCc2ccco2)nnc1-c1cccs1	i	0.16
113	Cn1cc(Cl)c(-c2n[nH]c(=S)n2C2CCCCC2)n1	i	-1.1
114	c1ccc(-c2noc(CN3CCN(c4cnccn4)CC3)n2)cc1	i	0.53
115	CCSc1cc(N2CCCC2)nc(-c2ccccc2)n1	i	0.02
